# Bioassay records as filed in PubChem BioAssay.
# CHT allo act: human CHT allosteric activation; CHT-expressing cells, membrane potential dye, choline EC20; active compounds read high; LV-AA mutant CHT in HEK293 cells; B-score at 10 µM; 0.49% of 310,000 active;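 active = initial fluorescence not abnormally high and integrated response B-score, plate-corrected, over 3 SD above library mean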
# Target sequence (Q9GZV3 whole entry, looked up): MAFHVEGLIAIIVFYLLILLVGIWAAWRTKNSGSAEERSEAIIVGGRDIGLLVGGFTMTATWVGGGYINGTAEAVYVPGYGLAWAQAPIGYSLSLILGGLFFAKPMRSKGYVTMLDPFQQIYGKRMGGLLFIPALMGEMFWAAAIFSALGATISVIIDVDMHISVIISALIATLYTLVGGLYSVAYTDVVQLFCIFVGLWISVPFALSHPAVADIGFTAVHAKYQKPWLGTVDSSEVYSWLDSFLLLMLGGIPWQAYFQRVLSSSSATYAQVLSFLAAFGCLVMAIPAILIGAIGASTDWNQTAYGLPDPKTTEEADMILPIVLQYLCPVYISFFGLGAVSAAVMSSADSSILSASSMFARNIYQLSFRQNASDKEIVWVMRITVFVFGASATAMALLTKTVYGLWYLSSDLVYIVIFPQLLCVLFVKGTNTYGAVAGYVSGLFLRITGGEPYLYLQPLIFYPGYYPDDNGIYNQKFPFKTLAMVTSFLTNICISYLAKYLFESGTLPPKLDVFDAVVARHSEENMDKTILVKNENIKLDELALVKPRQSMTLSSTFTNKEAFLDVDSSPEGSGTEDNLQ
# CHT inh: inhibits the human high affinity choline transporter; B-score at 10 µM; Q9GZV3; CHT-expressing cells, membrane potential dye, choline response; active compounds read low; 0.86% of 310,000 active;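 active = B-score over 3 SD under the library average, and starting fluorescence ratio not unusually high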;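 also: choline stimulus applied at its EC90 after an EC20 pre-addition; B-score computed on integrated fluorescence ratio after choline addition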
# Starred values were filed as active, the others as inactive; i = inactive.
no.	canonical_smiles	CHT allo act	CHT inh
1	Cc1cccc(CN2CCN(CC(=O)NCCCN3CCCC3=O)C2=O)c1	i	i
2	Cc1cc(C)c(C#N)c(OCC(=O)c2ccc(Br)cc2)n1	i	i
3	O=c1c2[nH]cnc2n(-c2ccccc2)c(=O)n1Cc1ccccc1	i	i
4	Cc1ccc(S(=O)(=O)NNC(=O)C2CCN(S(=O)(=O)c3ccc(C)cc3)CC2)cc1	i	i
5	COc1cc2ccccc2cc1C(=O)Nc1ccc2oc(=O)ccc2c1	i	i
6	COc1ccc(S(=O)(=O)N2CN(Cc3ccco3)c3nc4ccccc4nc32)cc1	i	i
7	CCOc1cc2c(cc1OCC)C(c1ccccc1OC)OC(=O)C2 (stereo not given)	i	i
8	CC(C)C(c1nnnn1Cc1ccc(F)cc1)N1CCN(Cc2ccc3c(c2)OCO3)CC1 (stereo not given)	i	i
9	N#Cc1nc(-c2cccs2)oc1N1CCN(Cc2ccccc2)CC1	i	i
10	Cc1ccc(S(=O)(=O)CC(=O)Nc2ncc([N+](=O)[O-])s2)cc1	i	i

no.	canonical_smiles	CHT allo act	CHT inh
11	CC(=O)N1N=C(c2cccs2)CC1c1ccc(Br)cc1 (stereo not given)	i	i
12	O=C(COc1ccc2c3c(c(=O)oc2c1)CCCC3)NCCCN1CCOCC1	i	i
13	CSc1ncccc1C(=O)NCC1CCCCC1	i	i
14	Cc1ccccc1NC1=C(Cl)C(=O)OC1OC(C)C (stereo not given)	i	i
15	Cc1c(C2Nc3ccccc3C(=O)N2O)cnn1C (stereo not given)	i	i
16	CCN(CC)C(=O)CN1C(=O)C2(OCC(C)(c3ccccc3)CO2)c2ccccc21 (stereo not given)	i	i
17	CC(C)CN1C(=O)C(=O)N(CC(=O)Nc2cc(Cl)ccc2Oc2ccccc2)C1=O	i	i
18	O=C(CCN1C(=O)C2C3C=CC(C3)C2C1=O)Oc1ccc2ccccc2c1 (stereo not given)	i	i
19	CCCc1cc(=O)oc2cc(C)cc(OC(C)C(=O)NCC3CCC(C(=O)O)CC3)c12 (stereo not given)	i	i
20	CC(C)c1nc(SCC(=O)Nc2c[nH]c(=O)[nH]c2=O)c2cnn(-c3ccccc3)c2n1	i	i

no.	canonical_smiles	CHT allo act	CHT inh
21	CC(C)(C)NC(=S)N/N=C\c1ccc(-c2ccc([N+](=O)[O-])cc2)o1	i	i
22	CC(NC(=O)Nc1ccc(F)cc1)c1ccc2c(c1)OCO2 (stereo not given)	i	i
23	C#CCn1c(=NC(=O)c2cccs2)sc2cccc(OCC)c21	i	i
24	CCC(C)(NC(=O)c1ccccn1)C(=O)NC1CCCCC1 (stereo not given)	i	i
25	Cc1cc(C)c(S(=O)(=O)NC2CC(C)(C)NC(C)(C)C2)cc1Br	i	i
26	CCOC(=O)C(=O)Nc1nc(-c2ccc3c(c2)CCN3C(=O)C2CC2)c(C)s1	i	i
27	O=C1N[C@@H](Cc2ccccc2)C(=O)N2[C@@H]1C[C@]1(Br)c3ccccc3N(S(=O)(=O)c3ccccc3)[C@H]21	i	i
28	CN(Cc1ccccc1)C(=O)c1[nH]cnc1C(=O)N[C@@H](CCCCNC(=O)OC(C)(C)C)C(=O)OC(C)(C)C	11*	i
29	O=S(=O)(/N=C(/c1ccccc1)N1CCCCCC1)c1ccccc1	i	i
30	CC(Sc1nnc(-c2ccc(OC(F)F)cc2)n1N)C(=O)NCC1CCCO1 (stereo not given)	i	i

no.	canonical_smiles	CHT allo act	CHT inh
31	CCN(CC)CCn1c(=N)n(CC(O)COc2cccc(C)c2)c2ccccc21 (stereo not given)	6.4*	i
32	Cn1c(=O)n(C)c2cc(C(=O)O)ccc21	i	i
33	O=C(CNC(=S)N(Cc1ccccc1)Cc1cccnc1)NCCc1ccccc1	i	i
34	COc1ccccc1CC(=O)NNS(=O)(=O)c1cccc([N+](=O)[O-])c1	i	i
35	COc1cccc(CNC(=O)CSc2nnc3c(n2)[nH]c2ccccc23)c1	i	i
36	CCOC(=O)[C@H]1[C@H]2COc3ccc(Cl)cc3[C@@H]2N2C(=O)c3cc(C)ccc3NC(=O)[C@@]12C	i	i
37	CCOC(=O)CSc1ccc(S(=O)(=O)N(CC)CC)cc1[N+](=O)[O-]	i	i
38	COc1ccc(NC(=O)c2c[nH]n3c(=O)cc(C4CCN(C(=O)OC(C)(C)C)CC4)nc23)cc1Cl	i	i
39	NS(=O)(=O)c1ccc(Cl)cc1[N+](=O)[O-]	i	i
40	C/C(=N\OCC(=O)Nn1c(C)nc2ccccc2c1=O)c1cccs1	i	i

no.	canonical_smiles	CHT allo act	CHT inh
41	CCc1c(C(C)=O)oc2ccc3c(C)cc(=O)oc3c12	i	i
42	COc1ccc(NC2CCCN(C(=O)c3ccc(OC)o3)C2)cc1 (stereo not given)	i	i
43	CC1CN(C(=O)COC(=O)c2cc(Cl)ccc2[N+](=O)[O-])CC(C)O1 (stereo not given)	i	i
44	COC(=O)C1=NN(c2ccccc2OC)C2C(=O)N(c3ccccc3OC)C(=O)C12 (stereo not given)	i	i
45	O=C(Nc1ccccc1C(=O)N/N=C/c1ccc(O)cc1)c1ccccc1	i	i
46	CCOC(=O)CN1C=C(c2ccc3ccccc3n2)C(C[N+](=O)[O-])c2ccccc21 (stereo not given)	i	i
47	O=C(N/N=C/c1ccc[nH]1)c1cccc(Br)c1	i	i
48	Cc1noc(C)c1C(=O)OCC(=O)c1c(N)n(CC(C)C)c(=O)n(C)c1=O	i	i
49	O=C(c1ccc(F)cc1)n1c(=S)nc2ccccn21	i	i
50	CS(=O)(=O)N1CCN(c2ccccc2NC(=O)CSc2nnc(-c3ccco3)o2)CC1	i	i

no.	canonical_smiles	CHT allo act	CHT inh
51	C/C(=N/NC(=O)CNC(=O)c1ccncc1)c1ccc(Cl)cc1	i	i
52	COc1ccc(CCNC(=O)C(=O)NCC2OCCN2S(=O)(=O)c2ccc(Cl)cc2)cc1OC (stereo not given)	i	i
53	COc1ccc(C(OC(=O)c2ccco2)C(=O)NC2CCCC2)cc1 (stereo not given)	i	i
54	C=CCNc1nc(N2CCOCC2)c(C#N)c2c1CN(C)CC2	i	i
55	O=C(Oc1c(Cl)cc(Cl)c2cccnc12)N1CCCCC1	i	i
56	N#Cc1ccccc1OCCn1cncn1	i	i
57	CC(=O)c1ccc(C(=O)N2CCc3c([nH]c4ccccc34)C2c2cccc(C)n2)s1 (stereo not given)	i	i
58	CCOc1ccc(NC(=O)CN(C)C(=O)CN2C(=O)C3CC=CCC3C2=O)cc1OCC (stereo not given)	i	i
59	CCOC(=O)CN(C(=O)COc1nc(-c2ccccc2)cc(C)c1C#N)c1cccc(OC)c1	i	i
60	O=C([C@H](Cc1ccccc1)NS(=O)(=O)c1ccc(Cl)cc1)N1CC[C@@]2(O)CCCC[C@H]2C1	i	i

no.	canonical_smiles	CHT allo act	CHT inh
61	Cc1cc(C)n(Cc2nc3ccccc3n2C)n1	i	i
62	Cc1ccc(CSCC(=O)Nc2ccccc2)cc1	i	i
63	O=C(NCCc1ccncc1)c1ccccc1F	i	i
64	CCOC(=O)CCNC(=O)N1CCCC(CNS(=O)(=O)c2cccs2)C1 (stereo not given)	i	i
65	O=C(NCc1cccnc1)NC(=O)c1ccc(Cl)cc1	i	i
66	CCN(CC)C(=O)c1[nH]cnc1C(=O)N[C@@H](CC(C)C)C(=O)OCc1ccccc1	i	i
67	O=C(Oc1c(Cl)cc(Cl)c2cccnc12)c1cccc([N+](=O)[O-])c1	i	i
68	CCC(=O)N(C(=O)CC)N1CCN(c2ccncc2S(=O)(=O)N2CCCCC2)CC1	i	i
69	COc1ccc(CC(=O)Nc2cc(C)ccn2)cc1	i	i
70	O=C(Nc1nc(=O)c2ccccc2s1)c1ccc(Cl)cc1	i	i

# Shown in transposed form: entries from further up.
62. Cc1ccc(CSCC(=O)Nc2ccccc2)cc1
63. O=C(NCCc1ccncc1)c1ccccc1F
64. CCOC(=O)CCNC(=O)N1CCCC(CNS(=O)(=O)c2cccs2)C1 (stereo not given)
65. O=C(NCc1cccnc1)NC(=O)c1ccc(Cl)cc1
Compound,62,63,64,65
CHT allo act,i,i,i,i
CHT inh,i,i,i,i

# New compounds follow.
no.	canonical_smiles	CHT allo act	CHT inh
71	O=C(NO)C1CC2C=CC1C2 (stereo not given)	i	i
72	Cc1cc(=O)n2c(ccc3ccccc32)c1C#N	i	i
73	COc1cc(/C=C(\C#N)c2ccccn2)ccc1OCC(=O)Nc1ccc(Br)cc1	i	i
74	CCCn1nnnc1SCC(=O)Nc1sc(C)c(C)c1C#N	i	i
75	CCOC(=O)N1CCC(N(CCN(C)C)C(=S)Nc2ccccc2Cl)CC1	i	i
76	Cc1cc(C)cc(-n2c(C)cc(/C=N/NC(=O)CN(c3c(C)cccc3C)S(C)(=O)=O)c2C)c1	i	i
77	CC(NC(=O)COc1cccnc1[N+](=O)[O-])c1ccc(Cl)cc1 (stereo not given)	i	i
78	O=C(NC(=S)Nc1ccc(S(=O)(=O)N2CCCCCC2)cc1)c1cccs1	i	i
79	CCn1c(SCCN2CCOCC2)nc2c1c(=O)n(C)c(=O)n2C	i	i
80	Cc1cccc(CC2S/C(=N/c3cccc(C)n3)NC2=O)c1 (stereo not given)	i	i

no.	canonical_smiles	CHT allo act	CHT inh
81	Cc1ccc(NS(=O)(=O)Cc2ccccc2)cc1Cl	i	i
82	Cc1ccc(C(OC(=O)c2ccco2)C(=O)NC(C)(C)C)cc1 (stereo not given)	i	i
83	O=C(NCC1COc2ccccc2O1)c1ccc(-n2cncn2)c([N+](=O)[O-])c1 (stereo not given)	i	i
84	COC(=O)C1C(C(C)C)N(c2ccccc2)OC1(C)O (stereo not given)	i	i
85	Cc1ccc(S(=O)(=O)N2CCCc3cc(NC(=O)c4c(F)cccc4F)ccc32)cc1	i	i
86	Cc1ccnc(NS(=O)(=O)c2ccc(NC(=O)c3ccc(N4C(=O)CCC4=O)cc3)cc2)n1	i	i
87	O=C(Cc1ccc(Cl)cc1)NC(=S)Nc1ccccc1O	i	i
88	CS(=O)(=O)c1ccc2nc(NC(=O)C3C4C=CC(C4)C3C(=O)O)sc2c1 (stereo not given)	i	i
89	CCN(CC)C(=O)CN(Cc1ccccc1)S(=O)(=O)c1ccc(F)cc1	i	i
90	COc1ccc(C(=O)C2CCCN(C(=O)c3noc4c3CCCC4)C2)cc1F (stereo not given)	i	i

no.	canonical_smiles	CHT allo act	CHT inh
91	N/C(=N\OC(=O)COc1ccc2ccccc2c1Br)c1ccncc1	i	i
92	Cc1ccc(SCCC(=O)Nc2ccc(Br)c(C)c2)cc1	i	i
93	Cc1nc2sc(C(=O)OCC(=O)N3c4ccccc4CC3C)c(C)c2c(=O)[nH]1 (stereo not given)	i	i
94	O=C(Nc1ccc(NC(=O)C2CCCCC2)cn1)c1ccco1	i	i
95	COc1ccc(CC(=O)NCc2nnc(SCC(=O)Nc3ccccc3)n2C)cc1	i	i
96	Cc1cccn2c(=O)c3cc(C(=O)N4COCC4(C)C)n(C)c3nc12	i	i
97	COc1cccc2cc(CC(=O)c3ccc(C)cc3C)c(=O)oc12	i	i
98	CS(=O)(=O)N(CC(=O)N1CCCCCC1)Cc1ccc(Cl)cc1	i	i
99	N#Cc1nc(COc2ccccc2Cl)oc1N1CCCC1	i	i
100	CC1CCC(N(C(=O)c2csnn2)C(C(=O)NC(C)(C)C)c2cccnc2)CC1 (stereo not given)	i	i

no.	canonical_smiles	CHT allo act	CHT inh
101	CCOC(=O)C1CCN(C(=O)COc2ccc(S(=O)(=O)NC(C)C)cc2)CC1	i	i
102	Cc1c(C(=O)NCC2COc3ccccc3O2)oc2ccc(S(=O)(=O)N(C)C3CCCCC3)cc12 (stereo not given)	i	i
103	COc1ccccc1Cn1nnc2c(=O)[nH]c(C3CCN(C(=O)c4ccc(C)cc4)CC3)nc21	i	i
104	Cc1cc(C)cc(OCC(=O)NNC(=O)c2cc(C)[nH]n2)c1	i	i
105	O=S(=O)(Nc1cccc(-c2ccc3nncn3n2)c1)c1ccccc1F	i	i
106	CC(C)N=C(N)N=C(N)Nc1ccc(Cl)cc1	i	i
107	CCC(C)(C)NC(=O)CN(C(=O)C(=O)Nc1ccc2c(c1)OCCO2)N1CCOCC1	i	i
108	COc1ccc(NC(=O)CSc2nnc(Cc3cccn3C)n2-c2ccc(C)cc2)cc1OC	i	i
109	COC(=O)Cn1nnc2c(cnn2-c2ccccc2)c1=O	i	i
110	CN(CC(=O)NC1CC1)S(=O)(=O)c1cc(Cl)ccc1Cl	i	i

no.	canonical_smiles	CHT allo act	CHT inh
111	COc1cc(N2C(=O)c3ccccc3C2=O)c(Cl)cc1C(=O)OCC(=O)N(C)C	i	i
112	CC(C)CC(=O)Nc1cccc(NC(=O)CC(C)C)n1	i	i
113	COc1ccc2c(CSc3nc4nc(C)cc(C)n4n3)cc(=O)oc2c1	i	i
114	CCN(C1CCS(=O)(=O)C1)S(=O)(=O)c1ccc(OC)c(OC)c1 (stereo not given)	i	i
115	CCOc1ccc(C(=O)NCC(=O)N2CCc3ccccc3C2)cc1OCC	i	i
116	O=C(COC(=O)c1ccc(Cl)cc1[N+](=O)[O-])NC(=O)c1ccccc1	i	i
117	COc1ccc(/C=N/NC(=O)OC(C)(C)C)cc1OC	i	i
118	CCOc1ccc(S(=O)(=O)NCCC(=O)N2CC(C)CC(C)C2)cc1 (stereo not given)	i	i
119	CCOc1ccccc1CN1CCN(Cc2cccc3nonc23)CC1CCO (stereo not given)	i	i
120	CCNS(=O)(=O)c1ccc2c(c1)n(C)c(=O)n2C	i	i

no.	canonical_smiles	CHT allo act	CHT inh
121	CCS(=O)(=O)N1CCC(c2nc3ccccc3[nH]2)CC1	i	i
122	O=C(/C=C/c1ccccc1[N+](=O)[O-])Oc1ccccc1	i	i
123	Cc1csc(Nc2cccc3ccccc23)n1	i	i
124	Cc1nc(SCC(=O)N2CC(=O)Nc3ccccc32)nc(C)c1C	i	i

# Part of the list above, reformatted.
(121) CCS(=O)(=O)N1CCC(c2nc3ccccc3[nH]2)CC1
  CHT allo act = i	CHT inh = i

(122) O=C(/C=C/c1ccccc1[N+](=O)[O-])Oc1ccccc1
  CHT allo act = i	CHT inh = i

(123) Cc1csc(Nc2cccc3ccccc23)n1
  CHT allo act = i	CHT inh = i

# No enrichment for hits. About 1.5% of those tested had a hit in this group.
